NPYLR7 ag = mosquito NPYLR7 agonism | HEK293T NPYLR7/Galpha15, GCaMP6s calcium fluorescence | activation, % at 10 µM | actives 0.15% (n = 270,000); in the data active = activation above about 40%;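 also: 0% = vehicle and 100% = reference agonist at the receptor; some compounds past the cut are filed as inactive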
mcGAS lum = inhibitors of mouse cGAS; Q8C6L5; recombinant cGAS, Kinase-Glo ATP depletion luminescence; inhibition, % at 12.5 µM; actives 0.15% (n = 160,000); AID 1259399;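 also: 0% = negative control wells and 100% = reference inhibitor with no enzyme activity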
hcGAS inh = inhibitors of human cGAS; Q8N884; AID 1259398; recombinant h-cGAS, ATP depletion, Kinase-Glo luminescence; inhibition, % at 12.5 µM; actives 0.081% (n = 290,000);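 also: 0% = vehicle reaction and 100% = reaction without DNA for no activity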
Target sequence (Q8N884 whole entry, looked up): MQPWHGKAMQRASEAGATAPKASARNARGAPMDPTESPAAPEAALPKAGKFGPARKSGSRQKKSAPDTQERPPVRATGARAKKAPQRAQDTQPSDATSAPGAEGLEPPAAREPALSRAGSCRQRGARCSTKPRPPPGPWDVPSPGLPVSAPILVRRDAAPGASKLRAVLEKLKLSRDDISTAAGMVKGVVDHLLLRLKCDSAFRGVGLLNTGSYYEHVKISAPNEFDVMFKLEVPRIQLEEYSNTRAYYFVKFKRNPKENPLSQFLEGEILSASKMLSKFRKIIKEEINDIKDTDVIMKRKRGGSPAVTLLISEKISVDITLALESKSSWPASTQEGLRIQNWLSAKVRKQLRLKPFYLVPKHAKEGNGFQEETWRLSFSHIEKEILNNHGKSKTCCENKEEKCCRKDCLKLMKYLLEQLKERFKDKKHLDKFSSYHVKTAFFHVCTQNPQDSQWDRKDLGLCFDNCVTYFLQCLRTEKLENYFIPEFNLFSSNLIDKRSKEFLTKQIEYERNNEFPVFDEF
* marks the source's active call; other numbers are inactive results; . = not tested or not shown; & = joins results of further samples. Rule as the data show it, unless noted: active = inhibition above about 40%; inactive = the rest.

SMILES	NPYLR7 ag	mcGAS lum	hcGAS inh
Cc1c(C(=O)Nc2cccc(Oc3ccccc3)c2)sc(=O)n1Cc1ccc(F)cc1	12	.	-1
CCn1c(SCC(=O)NC(C)c2ccc3c(c2)CCCC3)nc2ccccc2c1=O (stereo not drawn)	-3	-16	-3
Cc1cccc(OCC(=O)N2CCc3c(nc(-c4ccccc4)[nH]c3=O)C2)c1C	7	.	-5
NS(=O)(=O)c1ccc(CCC(=O)N2CCCCCC2)cc1	-12	.	-8
O=C(NCc1cccs1)c1nn2c(c1Br)NC(c1cccs1)CC2C(F)(F)F (stereo not drawn)	5	-2	-2
CCOC(=O)c1cn(C(C)c2cnn(C)c2)cc(Oc2ccccc2)c1=O (stereo not drawn)	1	-16	1
COc1cc2c(cc1OC)C(c1cccc(C(F)(F)F)c1)N(C(=O)c1ccccc1C(F)(F)F)CC2 (stereo not drawn)	22	-3	-3
COc1ccc2c(c1)CCC1C2=Nc2nnnn2C1c1ccc(N2CCOCC2)cc1 (stereo not drawn)	4	.	-5
CCN(C(=O)CNc1ccc(Br)cc1)c1nc2ccccc2s1	6	.	2
CC(C)Cn1nccc1NC(=O)NCc1nncn1C(C)C	-3	-9	-7
COc1cc(OC)nc(Nc2nc(C(N)Cc3ccc(F)cc3)cs2)n1 (stereo not drawn)	-6	-2	-4
COc1nc(C)nc2[nH]c(=O)c(C)nc12	4	.	3
N#Cc1ccc([C@H]2[C@@H](C(=O)O)c3ccccc3C(=O)N2Cc2ccc(F)cc2)cc1	-4	-12	-5
COc1ccc(Cc2nc3c(c(=O)[nH]2)CN(C(=O)c2ccc(Cl)c(Cl)c2)CC3)cc1OC	6	-3	0
CCn1nccc1C(=O)N(Cc1cccnc1)c1nc2c(C)ccc(Cl)c2s1	5	-10	-7
COCCN1C(=O)COCc2cc(-c3cnn(C)c3)ccc21	8	.	-8
CC(=O)Oc1ccc(-n2c(C)cc(C=C3C(=O)NC(=S)NC3=O)c2C)cc1	-3	2	4
O=C(Nc1ccccc1)c1ccc(S(=O)(=O)N2CCCCC2)o1	8	.	-14
COc1ccc2[nH]c(CN3CCn4cncc4C3)c(C)c2c1	1	.	3
Cc1cc(NS(=O)(=O)c2ccccc2)c(C)cc1O	1	.	3
O=C(NCCc1ccccn1)c1ccc(CSc2nc(-c3ccccc3)cc(N3CCN(c4ccccc4Cl)CC3)n2)cc1	25	-7	-7
CCCCN(C)C(=O)c1sc(=O)n(Cc2ccccc2OC(C)=O)c1C	4	.	-3
O=C(NCc1ccco1)c1csc(COc2ccc(F)cc2F)n1	-4	1	-1
Cn1cc(C(=O)N2CCCc3ccccc32)c2nn(-c3ccccc3)c(=O)c-2c1	3	-7	-7
CN1CCC(Cc2nc(CC3CCCOC3)n(CC(F)(F)F)n2)CC1 (stereo not drawn)	.	-6	-9
COc1ccc(/C=C/C(=O)NC2CCCN(Cc3ccccn3)C2)cc1OC (stereo not drawn)	10	.	-7
CC1CCCCC12NC(=O)N(CC(=O)Nc1nc3ccccc3s1)C2=O (stereo not drawn)	1	-2	-1
CCOC(=O)N1CCC(NC(=O)C2CC23CCN(C(=O)/C=C/c2ccc(F)cc2F)CC3)CC1 (stereo not drawn)	14	-11	-6
O=C(CCC1CCN(Cc2cc(Cl)ccc2O)CC1)NCc1ccc(F)cc1	15&15	-11	-4&-10
Cc1ccc(S(=O)(=O)N(Cc2c(-c3ccccc3)noc2N2CCCCC2)CC2CCCO2)cc1 (stereo not drawn)	7	-5	-1
O=C(c1c(F)c(F)cc(F)c1F)N1CCOC(COCc2ccccc2)C1 (stereo not drawn)	26	.	-7
COc1ccc(OC)c(CN2CCC(N3CCC(C(=O)NC4CC4)CC3)CC2)c1	14	.	4
Cc1nc(C)c(-c2nnc(NC(=O)CN3C(=O)CCC3=O)o2)s1	3	.	-9
CN(Cc1ccccc1)C(=O)N1CCN(C(=O)Nc2nc3ccccc3s2)CC1	-2	.	-4
CC(Nc1nc2c(c(=O)[nH]c(=O)n2C)n1Cc1ccccc1)c1ccccc1 (stereo not drawn)	-1	.	2
CC(C)(C)c1nnc2sc(SCC(=O)NC3CCCCC3)nn2c1=O	4	.	4
O=C(CC12CC3CC(CC(Br)(C3)C1)C2)NCc1cccs1	-1	.	-4
COCC(=O)Nc1ccc(-c2c(-c3cc(OC)cc(OC)c3)nn(-c3ccc(C)cc3)c2OC(C)=O)cc1	7	-2	3
COc1cc2c(cc1C)C(c1ccc(OCC(N)=O)c(Cl)c1)CC(=O)N2 (stereo not drawn)	23	-8	-8
CCOC(=O)C1(CCOc2ccccc2)CCN(Cc2nc3ccccc3s2)CC1	-9&1	1	7&0
Cc1nc2sc3c(c2c2nnnn12)CCCC3	2	.	-5
COc1ccc(-n2[nH]c(C(C)C)c(C3=C(N(C)C4CCCCC4)C(=O)N(Cc4ccco4)C3=O)c2=O)cc1	9	1	6
Cc1ccc(C)c(Cc2c(C)nc(C)nc2N2CCN(C(=O)NC(C)C)CC2)c1	-6	-5	-6
Cc1ccc(-c2nc3cc(C)ccn3c2NC(=O)C2CCCCC2)cc1	-3	-5	-4
COCCCNC(=O)c1nn(-c2ccc(C)c(C)c2)c(=O)n(Cc2cccc(OC)c2)c1=O	12	-4	-2
CCCCN1CC(c2nc3ccccc3n2CCCOc2cccc(C)c2)CC1=O (stereo not drawn)	0	-2	-7
COCCCN(Cc1c(-c2ccccc2)noc1N1CCCCC1C)C(=O)c1ccccc1OC (stereo not drawn)	-5	0	1
COc1ccc(CC(=O)NCCc2cc3cc(C)c(C)cc3[nH]c2=O)cc1OC	1	-5	-6
O=C(C1CCC1)N1CCC2(CC1)SCCN2C(=O)c1ccc(Cl)cc1	-3	-4	-2
C=c1c(C#N)c2[nH]c(N)c(C#N)c(C)c-2/c1=C\c1ccc(-c2ccccc2C(=O)O)o1	2	14	25
CCN(CC1CCOCC1)C(=O)CCNC(=O)c1ccccc1F	14	.	0
FC(F)(F)c1ccnc(-c2cccc3cnccc23)n1	.	-11	-4
COc1nn(C)cc1C(=O)Nc1cc(C)on1	4	.	-3
CCCCCCC(=O)Nc1c(-c2ccccc2OC)nc2cc(C)ccn12	-12	-8	-5
O=C1CCCc2occ(C(=O)N3[C@H]4CCNC[C@@H]3CC4)c21	-5	-12	-9
O=C1NCC2(CCCN(C(=O)c3ccc(Oc4ccccc4)o3)C2)O1 (stereo not drawn)	10	.	-5
COCc1cc(C)nc(OCC(=O)N/N=C\c2cc(Cl)ccc2O)c1C#N	-8	0	8
Cc1ccc(C(CNC(=O)c2ccc3ccccc3c2O)N2CCOCC2)o1 (stereo not drawn)	6	.	-1
O=C(c1cc(COc2cccc(C(F)(F)F)c2)on1)N1CCCN(c2ncccn2)CC1	9	.	-2
CN1CCC(=C2c3ccccc3CCc3cccnc32)CC1	9	.	-2

The final three compounds of the section before lead into the next:
SMILES	NPYLR7 ag	mcGAS lum	hcGAS inh
Cc1ccc(C(CNC(=O)c2ccc3ccccc3c2O)N2CCOCC2)o1 (stereo not drawn)	6	.	-1
O=C(c1cc(COc2cccc(C(F)(F)F)c2)on1)N1CCCN(c2ncccn2)CC1	9	.	-2
CN1CCC(=C2c3ccccc3CCc3cccnc32)CC1	9	.	-2
COC(=O)CCCC(=O)N1CCC(CCC(=O)Nc2cccc(C)c2)CC1	9	.	-7
COc1ccc(NC(=O)C2CCN(C(=O)[C@@H]3CCCN3C(=O)Nc3ccc(Br)cc3Cl)CC2)cc1	27	-3	-1
c1ccc(C2CNCc3c2ccc2ccccc32)cc1 (stereo not drawn)	-5	.	-4
COc1cccc(CC2(C(=O)O)CCN(c3nc(C)ncc3C)CC2)c1	4	-12	-6
Cn1c(NC(=O)Cc2ccccc2)cc(=O)n(C)c1=O	15	-8	-8
Cc1ccc(NC(=O)CSc2nnc(Cc3ccccc3)c(=O)[nH]2)c(C)c1	-5	-7	2
COc1cccc(COC(CN2CCN(C(=O)c3cccc(Cl)c3)CC2)c2ccc(Cl)cc2)c1 (stereo not drawn)	.	-7	-6
Cn1ncc(CN2CCCC2C(=O)NCC(F)(F)F)c1C(F)(F)F (stereo not drawn)	1	-15	-5
CCn1c(SCC(=O)c2cc(C)ccc2C)nnc1-c1ccco1	9	.	0
O=C(O)c1coc2ccccc2c1=O	-3	-1	-2
CCn1nnc2c(N3CCC4(CC3)OCCO4)ncnc21	10	.	-12
O=C(Nc1cccc(Cl)c1)N(CC(=O)N1CCc2sccc2C1COc1ccccc1F)CC1CCCO1 (stereo not drawn)	4	-3	1
Cc1ccc(OCCN2CCC2(C)C(=O)NC2CCN(Cc3ccccc3)CC2)cc1 (stereo not drawn)	5	.	1
COc1cc(OC)c(C2CC(c3ccc(Cl)cc3)=Nc3nnnn32)cc1OC (stereo not drawn)	3	-5	-8
COc1ccnc(CN2CCC(N3CCCC(C(=O)N4CCCC4)C3)CC2)c1 (stereo not drawn)	2	.	-5
Cc1cccc2cc(CN3CCOCC(CN(C)C)C3)c(=O)[nH]c12 (stereo not drawn)	3	-9	-9
CN1CCn2nc(C(=O)NCCSc3nccn3C)cc2C1	9	.	-4
Cc1nn(C)c(C)c1C(C)NC(=O)N1CCSC(C)C1C (stereo not drawn)	-14	.	-9
Cn1ccnc1CN(C(=O)CC1C(=O)NCCN1CC(C)(C)C)C1CC1 (stereo not drawn)	2	.	-5
Cc1nn(C)cc1C(C)n1ccnc1-c1nn(C)c2cccc(Cl)c12 (stereo not drawn)	2	-12	2
CC(NC(=O)Cc1n[nH]c(=O)c2ccccc12)c1cccc2ccccc12 (stereo not drawn)	-3	.	-3
CC1(C)Cc2c(sc3nc4n(c(=O)c23)CCS4)CO1	1	-2	-3
CSc1nnc(-c2cc(Br)ccc2N)c(=O)[nH]1	1	2	-3
O=C(CSc1nnc(-c2ccccc2)n1-c1ccccc1)N/N=C\c1cc(Br)ccc1O	-4	.	-10
Nc1ncc(Br)cc1S(=O)(=O)NCc1cccnc1	2	.	-4
CC(C)Nc1ncc(C(=O)N2CCn3cncc3C2)cn1	0	.	-2
CCOc1nc(-c2ccc(F)cc2)n(-c2ccc(NC(=O)c3ccc4c(c3)OCO4)cc2)n1	29	-9	-2
Cc1cc(CNC(=O)N2CCCN(Cc3ccccc3)CC2)no1	4	.	-4
O=C(CN1CCC(O)CC1)Nc1ccc(Sc2ccc(Br)cc2)cc1	0	.	-5
COc1ccc(-c2ccc(C(O)CN3CCOCC3)cc2)cc1Cl (stereo not drawn)	6	-13	-1
O=C(c1[nH]ncc1Cl)N1CCC(N2CCCC2=O)CC1	9	-13	-6
Cc1cc(C)n(Cc2cc(C(=O)NC[C@H]3C[C@H]4C=C[C@H]3C43CC3)n[nH]2)n1	22	.	-5
Cc1ccccc1C(=O)Nc1nccnc1C(=O)NC1CCN(C(=O)C(C)C)CC1	.	-3	-3
Clc1ccc(NN=C2CCN(Cc3ccccc3)CC2)cc1	6	.	-10
O=C1NC(=NC2CCCCC2)SC1=Cc1ccc2c(c1)OCO2	-1	-5	-5
CC(=O)c1ccc(NC(=O)CSc2nc(=O)n3ccccc3n2)cc1	1	-9	-7
CSc1ccc(-c2ccc(-n3cccn3)cc2)nn1	-9	-14	-27
Cc1ccc(C)n1-c1ccc(N2C(=O)/C(=C/c3ccc([N+](=O)[O-])cc3)C=C2c2ccccc2)cc1	0	-7	-5
O=c1[nH]ccc2c(S(=O)(=O)N3CCCNCC3)cccc12	-14	.	4
CN1CCC(NC(=O)Nc2cccc([N+](=O)[O-])c2)CC1	11	.	-4
CC(C)(C)n1cc(C(=O)Nc2cccc(-c3cn4ccsc4n3)c2)c2cccnc21	1	-4	-1
COc1ccc(OCc2nc(C(=O)N3CCN4CCNC(=O)C4C3)co2)cc1 (stereo not drawn)	2	-16	-5
CC(C)Cc1cc(C(=O)NCc2cnn3ccccc23)n(C)n1	-5	-15	-4
COc1ccc(CN(C(=O)OC(C)(C)C)C2CCC(C(=O)N3CCOC(COCc4ccccc4F)C3)CC2)cc1C (stereo not drawn)	26	.	-5
O=C(NCc1ccccn1)C1COC2(CCCCC2)N1C(=O)c1cccc(C(F)(F)F)c1 (stereo not drawn)	21	-5	-12
Cn1cnnc1Sc1nc2c(c(=O)[nH]c(=O)n2C)n1Cc1ccc(Cl)cc1	.	-6	-8
Cc1cccc(N2CCN(CC(=O)N3CCCn4cncc4C3)CC2)c1	3	-12	-9
O=C(N1CCCC(Nc2ccccc2)C1)C1(c2ccccc2)CC1 (stereo not drawn)	1	.	-5
Nc1ncccc1CN1CCCC1c1nc(-c2ccccc2)no1 (stereo not drawn)	-1	-15	-4
CC(C)OCCNC(=O)[C@H]1CC[C@@H](NC(=O)c2csc3c2CCCC3)C1	.	-6	-12
CCc1nc2ccc(C(=O)Nc3cccc(OC)c3)cn2c1N(CC)CC(=O)N(C)C	-1	4	7
COC(=O)c1ccc(C)c(-n2c(N)c(C(=O)NCc3ccc(OC)cc3)sc2=S)c1	5	-8	-6

One compound at a time, as listed above. Order of screens: NPYLR7 ag	mcGAS lum	hcGAS inh
Profile of COc1ccc(CN(C(=O)OC(C)(C)C)C2CCC(C(=O)N3CCOC(COCc4ccccc4F)C3)CC2)cc1C (stereo not drawn) → 26	.	-5
Profile of Cn1cnnc1Sc1nc2c(c(=O)[nH]c(=O)n2C)n1Cc1ccc(Cl)cc1 → .	-6	-8
Profile of Nc1ncccc1CN1CCCC1c1nc(-c2ccccc2)no1 (stereo not drawn) → -1	-15	-4
Profile of CCc1nc2ccc(C(=O)Nc3cccc(OC)c3)cn2c1N(CC)CC(=O)N(C)C → -1	4	7
Profile of CC(C)(C)n1cc(C(=O)Nc2cccc(-c3cn4ccsc4n3)c2)c2cccnc21 → 1	-4	-1
